# Mtb RmlCD inh = M. tuberculosis RmlC/RmlD inhibition | P9WH09+P9WH11 | RmlC+RmlD coupled enzyme assay, percent inhibition; primary screen in compound mixtures | inhibition, % at 3.6 µM | 160,000 compounds, 0.03% hits | AID 1533; in the data active = inhibition mostly above about 34%, no sharp cut-off; inconclusive = no clear call, values can overlap the other calls; inactive = mostly below about 22%; note: some results filed as inactive read as strong as hits
# Target sequence (P9WH09 whole entry, looked up): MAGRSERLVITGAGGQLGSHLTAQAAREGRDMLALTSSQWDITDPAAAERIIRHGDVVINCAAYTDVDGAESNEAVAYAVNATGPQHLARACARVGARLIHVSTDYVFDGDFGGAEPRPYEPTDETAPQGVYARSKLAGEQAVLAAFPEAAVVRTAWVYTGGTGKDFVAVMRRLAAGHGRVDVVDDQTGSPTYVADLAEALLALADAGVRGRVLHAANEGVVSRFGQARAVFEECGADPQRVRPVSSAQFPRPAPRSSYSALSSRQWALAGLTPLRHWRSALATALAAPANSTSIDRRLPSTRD
# Target sequence (P9WH11 whole entry, looked up): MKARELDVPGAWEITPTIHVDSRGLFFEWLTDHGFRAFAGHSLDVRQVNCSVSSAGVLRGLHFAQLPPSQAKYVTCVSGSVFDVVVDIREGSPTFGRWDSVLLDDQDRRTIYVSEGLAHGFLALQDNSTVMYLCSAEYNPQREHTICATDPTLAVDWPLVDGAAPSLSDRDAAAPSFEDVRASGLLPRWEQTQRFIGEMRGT
# M. tuberculosis GlmU = inhibition of mycobacterial GlmU enzyme – biochemical, glucosamine-1-phosphate acetyltransferase (AID 1376); one-dose inhibition, %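 (tested at 30 µM in the primary screen)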; IC50 in µM for titrated hits; M. tuberculosis GlmU acetyltransferase enzyme assay; higher % means a stronger effect; 220,000 compounds, 0.25% hits; in the data active = inhibition above about 13%; inconclusive = no clear call, values can overlap the other calls;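 note: 0% = complete reaction with vehicle and 100% = reaction without substrate; strong numbers were not always called active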
# Active calls of the source: *; ? = inconclusive; . = no result given. Some of the compounds tested, so the mix of outcomes need not match the whole.
SMILES,Mtb RmlCD inh,M. tuberculosis GlmU
O=C(NC1CCCCC1)c1noc2c1CCCCC2,.,-4.0%
COCCNC(=O)C(c1ccc(C)o1)N(C(=O)C(=O)NC1CCCCC1)c1ccc(F)cc1 (stereo not drawn),-6,3.0%
CC(C)NC(=O)Cn1c(=O)cnc2ccccc21,-8,-0.1%
O=C(c1cccc(-c2ccc(O)cc2)c1)N1CCOCC1,-9,-1.2%
Cc1cc(C)cc(N=C2NC(=O)/C(=C/c3cccs3)S2)c1,-9,0.8%
CC(O)(CS(=O)(=O)c1ccccc1)C(=O)Nc1cccc(C(F)(F)F)c1 (stereo not drawn),.,1.4%
COc1ccc(C)cc1S(=O)(=O)N1CCC(C)CC1,.,5.2%
CCOC(=O)N1CCN(C(=O)c2c(-c3ccccc3)noc2C)CC1,6,3.1%
CC(C)(C#N)NC(=O)c1ccco1,.,-5.9%
O=C(Nn1cc(C(=O)Nc2ccc(F)cc2F)c2ccccc2c1=O)c1cnccn1,-13,0.0%
Cc1cccc(N=C2NC(=O)/C(=C/c3cccn3C)S2)c1C,38,-3.2%
CCOC(=O)N1CCC(NS(=O)(=O)c2cc(Br)cnc2N)CC1,-11,3.2%
CSc1ncccc1C(=O)OCC(=O)c1ccccc1,1,-5.2%
C[C@]1(C(=O)O)C=C[C@@H](Cc2ccccc2)N1C(=O)c1ccccc1,.,0.8%
CCOC(=O)COc1cc(O)c2c(=O)cc(-c3ccccc3)oc2c1,1,2.1%
NC(=O)c1ccc[n+](CC(=O)c2ccc(Br)cc2)c1,-9,0.7%
Cc1ccc(CNC(=O)COC(=O)c2ccc(Cl)c(N)c2)cc1,.,2.3%
Cc1ccnc(SCc2cc(=O)c(OC(=O)c3ccccc3)co2)n1,5,-4.1%
Cc1ccc(C(=O)N2CCN(S(=O)(=O)c3ccccc3)CC2)cc1,43,4.4%
CCn1ncc(Br)c1C(=O)Nc1ccccc1OC,2,1.8%

# Part of the list above in order of length of the SMILES, lowest first:
SMILES,Mtb RmlCD inh,M. tuberculosis GlmU
Cc1cccc(N=C2NC(=O)/C(=C/c3cccn3C)S2)c1C,38,-3.2%
Cc1ccnc(SCc2cc(=O)c(OC(=O)c3ccccc3)co2)n1,5,-4.1%
CC(O)(CS(=O)(=O)c1ccccc1)C(=O)Nc1cccc(C(F)(F)F)c1 (stereo not drawn),.,1.4%

# (more compounds)
SMILES,Mtb RmlCD inh,M. tuberculosis GlmU
Cc1ccc(NC(=O)N2CCC(NC(=O)c3ccccc3C)CC2)cc1,.,3.2%
Cc1nnc(N2CCN(Cc3ccccc3)CC2)[nH]c1=O,.,-8.7%
CN1C(=O)CC2(CC(=O)N(Cc3ccccc3)C2)C1=O (stereo not drawn),.,2.7%
Cc1ccn(-c2cccc(-n3ccc(C)n3)n2)n1,8,-4.1%
COc1ccc(NC(=O)CN2C(=O)c3ccccc3Sc3ccc(C(=O)N4CCOCC4)cc32)c(OC)c1,-41,-4.2%
CN(C)C(=O)c1cc(Br)ccc1Cl,4,3.2%
O=C1SCCc2c1n(Cc1ccccc1)c1ccccc21,.,2.3%
Cc1nnsc1C(=O)N/N=C/c1ccccc1Cl,0,6.3%
[N-]=[N+]=CC(=O)C(c1ccccc1)(c1ccccc1)c1ccccc1,-41,0.1%
CS(=O)(=O)CCC(C(=O)OCC(=O)c1ccc(Cl)cc1)N1C(=O)c2ccccc2C1=O (stereo not drawn),8,1.6%
Cc1cccc(OP(N)(N)=O)c1C,10,-6.7%
CC(C)Cn1c(SCc2nc3ccccc3c(=O)[nH]2)nc2ccccc2c1=O,-4,0.8%
CCCNC(=O)Cn1cnc2sc(C(=O)N3CCN(c4ccc(F)cc4)CC3)c(C)c2c1=O,-1,-0.6%
CCCOc1ccc(/C=c2\sc3nc(-c4ccco4)nn3c2=O)cc1OCC,?,.
COc1ccc2cc(C#N)c(SCC(=O)NNC(=O)Cc3ccccc3)nc2c1,.,-0.1%
CCOc1cc(/C=C2\N=C(SCC)SC2=O)cc([N+](=O)[O-])c1OC(C)=O,-3,3.8%
Cc1[nH]n(C)c(=O)c1C(=O)c1c(-c2ccccc2Cl)noc1C,-6,-1.0%
COc1nc(-c2ccncc2)nc2ccccc12,5,2.4%
Cc1cc(C)nc(SCNC(=O)c2ccc(F)cc2)n1,78,4.5%
O=C(Nc1ccc(CN2CCOCC2)cc1)c1cccc(-c2cc3ccccc3oc2=O)c1,-12,-2.5%
COC(=O)CNC(=O)c1c(-c2ccccc2Cl)noc1C,-6,3.0%
CCC(C)NC(=O)CCS(=O)(=O)c1ccc(Br)s1 (stereo not drawn),5,.
Cc1ccc(S(=O)(=O)/N=C(\Nc2cc(C)on2)c2ccc(Cl)cc2)cc1,.,-1.3%
Cc1nc2cc(S(=O)(=O)N(C)C)ccc2n1-c1ccccc1,.,-4.8%
O=[N+]([O-])c1ccccc1/C=N/Nc1nnc(-c2ccccc2)c(-c2ccccc2)n1,.,-1.8%
CN1c2ccccc2C(=O)C(=C2SCCCS2)S1(=O)=O,.,-8.2%
Cc1ccccc1N/C(SCc1cccc(Br)c1)=C(/C#N)C(N)=O,12,-2.6%
CN1CCN(CC(=O)C23CC4CC(CC(C4)C2)C3)CC1,4,0.7%
CCc1cc(/C(Cc2ccc3ccccc3n2)=N\O)c(O)cc1O,4,-1.6%
S=C(c1c[nH]c2ccccc12)N1CCCC1,-9,6.8%
COc1cc(CC(=O)OCC(=O)c2ccc3c(c2)OCCO3)cc(OC)c1OC,.,0.1%
COC(=O)C1CSC(C(=O)OC)N1C(=O)CN1CCN(c2ccccc2)CC1 (stereo not drawn),.,0.8%
O=C(Nc1ncc(Cc2cccc(Cl)c2)s1)c1ccc([N+](=O)[O-])cc1,.,-1.8%
CCN(CC)C(=O)CSc1nc2ncc(Cl)cc2[nH]1,12,0.7%
CS(=O)(=O)Nc1ccc(S(=O)(=O)N2CCCC2)cc1,-12,0.3%
O=C(c1nn2c(C(F)(F)F)cc(-c3cccs3)nc2c1Br)N1CCCc2ccccc21,7,2.0%
O=C(CCc1ccccc1)N/N=C/c1cc(Br)ccc1O,25,-7.5%
CS(=O)(=O)N(CCc1ccccc1)CC(=O)NCc1ccccc1,-13,5.6%
CC(=O)N1CCN2C(=O)C1CCCC(=O)c1cc(C)ccc12 (stereo not drawn),4,0.0%
CC(=O)c1cccc(NC=C2C(=O)OC3(CCCCC3)OC2=O)c1,.,-5.2%

# Whole records from above. Order of values: Mtb RmlCD inh | M. tuberculosis GlmU
# CCN(CC)C(=O)CSc1nc2ncc(Cl)cc2[nH]1 across the screens: 12 | 0.7%
# O=C(Nc1ncc(Cc2cccc(Cl)c2)s1)c1ccc([N+](=O)[O-])cc1 across the screens: . | -1.8%
# COc1cc(CC(=O)OCC(=O)c2ccc3c(c2)OCCO3)cc(OC)c1OC across the screens: . | 0.1%
# CS(=O)(=O)Nc1ccc(S(=O)(=O)N2CCCC2)cc1 across the screens: -12 | 0.3%
# O=C(CCc1ccccc1)N/N=C/c1cc(Br)ccc1O across the screens: 25 | -7.5%

# Following part:
SMILES,Mtb RmlCD inh,M. tuberculosis GlmU
Cc1ccc(C(=O)N/C(=C\c2cccs2)C(=O)NC2CCCCC2)cc1,-4,-3.0%
Clc1ccc(-c2nnc3sc(-c4ccccn4)nn23)cc1,.,0.8%
OCCN1CCN(c2nc(NCc3ccco3)c3ccccc3n2)CC1,.,-1.0%
O=C(COC(=O)c1cccc(C(=O)OCC(=O)NC2CCCCC2)n1)NC1CCCCC1,-12,-4.0%
COc1ccccc1-c1nc(-c2ccc(C(=O)O)cc2)no1,.,3.7%
C=CCN1C=C2C(=O)C(C)(OC(=O)c3ccco3)C(=O)C(C=C)=C2C=C1C1CC1 (stereo not drawn),.,-4.2%
COc1ccc(N/C=C(\C#N)c2ccc(OCCCF)cc2)cc1,-8,0.1%
Cc1ccc(S(=O)(=O)n2cnc3ccccc32)c(C)c1,.,4.2%
O=[N+]([O-])c1cccc2c(N3CCOCC3)ccnc12,.,-2.2%
CCOC(=O)c1cnc(-n2nc(C)cc2C)nc1NNc1cc(-c2ccccc2)nc(C)n1,16,-0.2%
CC(C)CCN(C(=O)Nc1ccccc1)C(C)c1cccs1 (stereo not drawn),-11,1.8%
COc1ccc(C(=O)NCCCCCC(=O)N/N=C/c2ccco2)cc1OC,.,2.3%
Cc1cccc(N2C(=O)CS/C2=N\NC(=O)c2ccc(Br)cc2)c1C,.,1.9%
Cc1csc(NC(=O)C2CCN(S(=O)(=O)c3cccs3)CC2)n1,-8,-2.3%
Cc1ccc(N2C(=O)NC(NC(=O)C3CC3)(C(F)(F)F)C2=O)cc1 (stereo not drawn),3,-0.1%
COc1ccc(C(=O)Nc2cc(C)on2)cc1S(=O)(=O)N1CC(c2ccccc2)CC1=O (stereo not drawn),2,-2.5%
Cn1c(SCC2CCCCC2)nnc1-c1ccncc1,3,2.4%
CC1(C)Cc2nc3sc4c(NCCO)ncnc4c3cc2CS1,-8,-0.3%
CC(C)c1nc2ccccn2c1NC1CCCCC1,-12,-3.8%
CCOC(=O)CNC(=O)C12CC3CC(CC(C3)C1)C2,5,3.8%
Cc1ccc(S(=O)(=O)Nc2csc(C)c2C(=O)O)cc1,-12,3.9%
O=C(CCCc1c[nH]c2ccccc12)N1CCCCCC1,-6,0.2%
N#CCC(=O)NN1Cc2ccccc2C1=N,.,-2.2%
CS(=O)(=O)N1CCN(c2ccccc2NC(=O)Cc2ccc(Cl)cc2)CC1,0,-1.9%
COc1ccc(CSc2nnnn2Cc2ccccc2)cc1OC,-3,1.5%
CSc1nc(O)c(Nc2cccc(Cl)c2)c(=O)[nH]1,-9,-3.4%
CCCn1c(C2CC(=O)N(c3cc(OC)ccc3OC)C2)nc2ccccc21 (stereo not drawn),6,1.5%
CC1CCCCN1S(=O)(=O)c1ccc(C(=O)Nc2nnc(-c3ccccc3Cl)o2)cc1 (stereo not drawn),26,.
CCOC(=O)N1CCN(C(=O)Nc2cccc3ccccc23)CC1,-10,7.5%
CC(C)c1ccc(-c2c(C#N)c(N)nc(SCC(=O)N3CCCCC3)c2C#N)cc1,-5,2.3%

# 2 compounds picked at random from the list so far:
SMILES,Mtb RmlCD inh,M. tuberculosis GlmU
COc1ccc(CSc2nnnn2Cc2ccccc2)cc1OC,-3,1.5%
CS(=O)(=O)N1CCN(c2ccccc2NC(=O)Cc2ccc(Cl)cc2)CC1,0,-1.9%

# As entered above.
# `CSc1nc(O)c(Nc2cccc(Cl)c2)c(=O)[nH]1` in Mtb RmlCD inh: -9
# `Cc1nnc(N2CCN(Cc3ccccc3)CC2)[nH]c1=O` in M. tuberculosis GlmU: -8.7%

# Continued.
SMILES,Mtb RmlCD inh,M. tuberculosis GlmU
CCN(CC)CCn1nc2c3c(cccc3c1=O)-c1ccccc1-2,-4,-6.4%
Fc1ccc(CSc2ccc3nnc(-c4ccccn4)n3n2)cc1,-9,2.1%
COC(=O)c1ccc(N)c(N=CC2=C(O)CC(C)(C)CC2=O)c1,-3,2.4%
Cc1ccc(OC(=O)c2c(C)nn(-c3ccccc3)c2C)cc1,-17,1.4%
CCOc1ccccc1N(C(=O)CNC(=O)c1ccco1)C(C(=O)NC(C)(C)C)c1ccncc1 (stereo not drawn),-1,-1.2%
O=C(Nc1cccc(NC(=O)c2ccco2)c1)c1cnccn1,.,1.8%
C=CCNC(=O)c1onc(CSc2cccc(OC)c2)c1C(=O)O,.,-4.2%
Cc1nn(Cc2ccccc2)c2c1C(c1ccc(Cl)cc1)C(C#N)=C(N)O2 (stereo not drawn),.,-1.9%
CC1=C(C(=O)OCC(C)C)C(c2cc3c(cc2Br)OCO3)NC(=O)N1C (stereo not drawn),-5,1.1%
Cc1c(C)n(CC(O)CN2CCOCC2)c2ccccc12 (stereo not drawn),.,1.0%
O=C(CSc1ccccc1Cl)c1ccco1,.,3.5%
Cc1cc2cc(C)c3nnc(SCC(=O)NCc4ccc5c(c4)OCO5)n3c2cc1C,4,-1.8%
O=C(O)CC1CCCC(c2ccccc2)C1=O (stereo not drawn),.,5.1%
COc1ccc(CC(=O)NCc2nnc(SCC(=O)Nc3ccc(OC)cc3)n2C)cc1,-8,-1.6%
COc1cc(OC)cc(C(=O)OCC(=O)Nc2ccc(F)cc2F)c1,-6,6.4%
CCCCN(CC(=O)NCc1ccc(F)cc1)C(=O)c1ccco1,.,-1.7%
Cc1cc(C)c2ccc3c(C)c(C)nc3c2[nH]1,.,-5.4%
O=C(COC(=O)[C@@H]1CCCN1C(=O)c1cccs1)NCCc1ccccc1,110,1.8%
O=c1[nH]c2ccccc2n1C1CCN(CCCC(c2ccc(F)cc2)c2ccc(F)cc2)CC1,.,-4.3%
CSCCC(NC(N)=O)C(=O)NCc1ccc(Cl)cc1 (stereo not drawn),.,-2.8%
COc1ccc(NC(=O)CC(=O)Nc2ccc(OC)cc2OC)c(OC)c1,-2,-2.8%
CC(C)CC(=O)NC(=S)N1CCN(c2ccc([N+](=O)[O-])cc2Cl)CC1,4,7.3%
CCOc1c(C#N)c(C#N)c2nc(C)cc(C)n12,10,-3.3%
NCCCC[C@@H]1NC(=O)c2cc([N+](=O)[O-])cc(I)c2SC[C@@H](C(N)=O)NC(=O)[C@H](Cc2ccc(O)cc2)NC1=O,.,-9.6%
Cc1ccc(NC(=O)CN(C)C(=O)CSc2nnc(C(F)(F)F)n2C)cc1,.,5.5%
O=C(Cn1c(N2CCN(c3ccccc3)CC2)nc2ccccc21)c1ccccc1,3,.
CCOP(=O)(OCC)c1nc(Cc2ccccc2)oc1NCc1ccccc1,-10,19%
CCOC(=O)C(NC(=O)c1ccccc1OCC)(Nc1ncccn1)C(F)(F)F (stereo not drawn),.,-0.2%
O=C(C1COc2ccccc2O1)N1CCCC1 (stereo not drawn),18,-4.8%
Cc1ccc(-c2csc(NC(=O)/C=C/c3cccs3)n2)cc1C,8,-0.7%
O/C(=C\Sc1nnc(Cc2ccccc2)o1)c1ccc(F)cc1,3,-0.4%
Cc1cccc2cc3c(NC(=O)CC(C)C)nn(C)c3nc12,.,0.3%
O=C(c1ccc(NC(=S)NCc2ccco2)cc1)N1CCCCC1,0,2.0%

# Bioassay records: PubChem BioAssay, several laboratories
